FXIIa inh – blocks human coagulation factor XIIa protease activity; 0.3% of 220,000 active; inhibition, % at 5 µM; purified FXIIa, Boc-QGR-AMC fluorogenic substrate, 2 h; P00748; in the data active = inhibition above about 40%;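 also: 0% = enzyme with no compound and 100% = blank without enzyme; many of its hits are not listed in these tables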
14-3-3 Bad inh – disrupts binding of bovine 14-3-3 zeta to phospho-Bad peptide. P63103. TR-FRET 14-3-3zeta/Dy647-pBad peptide displacement, 1 h. inhibition, % at 21.7 µM. 0.71% of 220,000 active. AID 781;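 active = inhibition above about 70%, limit read from the data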;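 also: 0% = full 14-3-3 plus peptide FRET controls and 100% = background without 14-3-3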
Target sequence (P63103 whole entry, looked up): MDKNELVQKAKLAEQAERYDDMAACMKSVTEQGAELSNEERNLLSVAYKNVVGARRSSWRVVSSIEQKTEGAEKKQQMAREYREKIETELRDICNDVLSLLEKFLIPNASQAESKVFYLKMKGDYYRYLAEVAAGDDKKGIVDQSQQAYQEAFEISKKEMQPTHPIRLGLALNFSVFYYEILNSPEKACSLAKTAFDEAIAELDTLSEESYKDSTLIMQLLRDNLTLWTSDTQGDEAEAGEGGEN
Wee1 degr inh – blocks degradation of human Wee1 kinase. P30291. HeLa Luc-Wee1K328M stability, luciferase luminescence; 100% = proteasome inhibitor MG132 effect. reporter increase, % at 5 µM. 1.2% of 220,000 active. AID 1321;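 active = activation above the mean of all tested compounds plus 3 SD, set per screening run, cut at about 8.8% in these data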;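 also: cells exposed to compound for 20 h before luminescence read; 0% = DMSO alone and 100% = MG132 at 30 µM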
FXIa inh – blocks human coagulation factor XIa protease activity. inhibition, % at 5 µM. 0.14% of 220,000 active. AID 798. purified FXIa, Boc-Glu-Ala-Arg-AMC fluorogenic substrate;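 active = inhibition of at least 40%; inactive = inhibition below 40%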;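 also: fluorescence of freed AMC excited at 355 nm; 0% = enzyme without compound and 100% = no enzyme blank; many of its hits are not listed in these tables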
thrombin 1536 – blocks human thrombin protease activity; inhibition, % at 5 µM; 0.26% of 220,000 active; AID 1046; alpha-thrombin, Boc-VPR-AMC fluorogenic substrate cleavage;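 active = inhibition at or above 40%; inactive = inhibition below 40%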;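 also: 0% = enzyme with no compound and 100% = wells without enzyme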
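Material: human alpha-thrombin protein; Also added: Boc-VPR-AMC substrate, 15 µM final; Timing: enzyme reaction carried out at room temperature; Signal: fluorescence, ex 355 nm, em 460 nm; Measure: % inhibition of thrombin; Controls: enzyme without compound as high, wells lacking enzyme as low.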
hK5 inh – kallikrein 5 (human) inhibition; recombinant hK5, fluorogenic AMC substrate cleavage; inhibition, % at 5 µM; 0.59% of 210,000 active; AID 873;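 active = inhibition of 40% or more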;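 also: 0% = enzyme controls without compound and 100% = no-enzyme blanks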
Target sequence (Q9Y337 67-293 limits assumed): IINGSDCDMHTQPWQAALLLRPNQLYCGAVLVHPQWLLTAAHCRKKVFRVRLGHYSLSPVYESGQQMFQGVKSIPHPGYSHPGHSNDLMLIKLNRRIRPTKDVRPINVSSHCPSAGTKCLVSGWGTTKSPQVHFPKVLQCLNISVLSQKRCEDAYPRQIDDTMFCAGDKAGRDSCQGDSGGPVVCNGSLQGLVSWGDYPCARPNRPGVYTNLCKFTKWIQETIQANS
Hck-Nef inh – human Hck-Nef kinase inhibition; P08631; Recombinant Hck-YEEI plus Nef, Z-Lyte FRET kinase assay; inhibition, % at 20 µM; 0.68% of 220,000 active;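 active = Hck-Nef kinase inhibition above about 50%, limit read from the data; inactive = inhibition below that limit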;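 also: 0% = DMSO with Hck plus Nef and 100% = Hck alone without Nef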
Target sequence (P08631 whole entry, looked up): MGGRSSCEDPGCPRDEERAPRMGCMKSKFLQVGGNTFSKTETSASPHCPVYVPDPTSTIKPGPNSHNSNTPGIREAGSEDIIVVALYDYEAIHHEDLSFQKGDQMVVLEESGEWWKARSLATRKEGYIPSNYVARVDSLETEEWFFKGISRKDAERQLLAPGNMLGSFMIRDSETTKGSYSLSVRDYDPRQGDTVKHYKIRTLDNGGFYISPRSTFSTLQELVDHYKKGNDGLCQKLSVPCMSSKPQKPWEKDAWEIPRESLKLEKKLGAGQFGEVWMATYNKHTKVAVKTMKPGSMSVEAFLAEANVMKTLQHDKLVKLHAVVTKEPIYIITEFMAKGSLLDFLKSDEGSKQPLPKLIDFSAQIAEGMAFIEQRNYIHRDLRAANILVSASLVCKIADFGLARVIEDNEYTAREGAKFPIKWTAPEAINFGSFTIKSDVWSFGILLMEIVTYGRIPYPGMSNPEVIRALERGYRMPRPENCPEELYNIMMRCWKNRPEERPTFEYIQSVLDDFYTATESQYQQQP
Runt-SMMHC FRET – inhibitors of human RUNX1 Runt domain binding to CBFb-SMMHC; 0.74% of 220,000 active; Cerulean-Runt/Venus-CBFb-SMMHC FRET ratio 530/480, 1 h; inhibition, % at 20 µM; AID 1434; Q01196+Q13951;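 active = mean inhibition across duplicate retests at 20 µM reaching about 50%, limit read from the data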;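 also: 0% = DMSO wells and 100% = wells with excess untagged CBFb-SMMHC; inhibitors lower the FRET ratio by blocking Runt binding to CBFb-SMMHC; some results filed as inactive read as strong as hits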
Runt-CBFb FRET – inhibitors of human RUNX1 Runt domain binding to CBFb; inhibition, % at 20 µM; AID 1496; 0.46% of 220,000 active; Q01196+Q13951; Cerulean-Runt/Venus-CBFb FRET ratio 530/480, 1 h;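 active = inhibition over about 50% at 20 µM in the single-dose screen, limit read from the data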;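 also: 0% = DMSO wells and 100% = excess unlabeled CBFb competitor control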
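System: Cerulean-labeled Runt domain protein | Quantity: 100 nM of each labeled protein | Schedule: 1 h compound exposure, room temperature | Detection: Fluorescence energy transfer, 422 nm excitation, 530/480 nm emission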
Active calls of the source: *; · = no result given; [ ] = remark or other dose.

SMILES	FXIIa inh	14-3-3 Bad inh	Wee1 degr inh	FXIa inh	thrombin 1536	hK5 inh	Hck-Nef inh	Runt-SMMHC FRET	Runt-CBFb FRET
CC(C)Oc1cccc(C(=O)C2CCCN(Cc3ccc(Oc4ncccn4)cc3)C2)c1 (stereo not drawn)	1.5	-1.2	6.1	-3.6	-6.6	·	-3.2	-5.2	-1.2
O=C1/C(=C/c2cccs2)Sc2ccccc21	0.9	-9.2	-4.2	-3.5	-6.8	-9.1	5.5	-2.8	-1.1
CCOc1ccc(-c2nnn(CC(=O)NCc3ccc(F)cc3)n2)cc1OCC	23.2	-8.8[fluorescence artefact?]	-1.3	6.9	3.0	-6.5	4.7	3.4	-4.3
O=C(Nc1ccc(/C=C/c2nc3ccccc3o2)cc1)c1cccc(C(F)(F)F)c1	8.3	13.8	-2.7	-3.2	-4.6	-1.7	1.9	-12.2	-3.0
CC1CC(C)CN(C(=O)Cn2c(=O)n(CCCCC(=O)NCc3ccco3)c(=O)c3ccccc32)C1 (stereo not drawn)	-6.7	-16.8	-1.7	4.8	-2.2	-2.6	1.2	-4.0	-2.4
CC1Oc2ccccc2N(Cc2ccccc2Cl)C1=O (stereo not drawn)	-4.8	10.9	-3.9	-3.2	-5.8	-26.1	-23.5	-3.9	-0.9
Cc1ccc(/C=N/c2sc(Cc3ccccc3)c(C)c2C(N)=O)o1	9.4	6.5[fluorescence artefact?]	2.5	8.7	-0.3	-8.4	5.8	-0.4	10.5
Cn1nc([N+](=O)[O-])nc1Sc1nnc(-c2ccccc2)o1	3.5	-4.8	4.4	-2.7	-2.6	-15.0	2.1	-5.2	2.0
CCc1cc(C(=O)c2ccc(C)cc2)c(NC(=O)CCl)s1	5.0	-3.1[fluorescence artefact?]	1.3	-8.5	-8.7	-5.1	3.0	-6.4	-1.0
COc1ccc(C2=CC(=O)CC(c3ccc(OC)cc3)C2)cc1 (stereo not drawn)	8.3	-6.3	1.7	2.5	7.2	-1.4	3.2	1.5	-1.0
COc1ccc(NC(=O)CN(C)S(=O)(=O)c2cccc3nsnc23)cc1OC	12.5	0.4[fluorescence artefact?]	-0.1	7.5	-3.2	-10.3	-1.9	1.3	0.2
CN(C)c1ccc(-c2nnc(SCC3CCCO3)n2C)cc1 (stereo not drawn)	5.0	-10.4	3.9	-3.1	-5.2	1.0	17.0	-5.7	8.1
O=C(NCCO)c1ccc(Oc2ccc(C(F)(F)F)cc2[N+](=O)[O-])cc1	6.0	-5.1	-1.9	-3.9	0.5	-1.4	13.7	4.2	0.9
COc1cc(NC(=O)c2c(F)c(F)c(F)c(F)c2F)c(OC)cc1Cl	-7.1	9.2	4.9	-0.4	-11.6	-7.6	9.6	-0.4	1.1
O=C(c1cnn2c(C(F)(F)F)cc(-c3ccccc3)nc12)N1CCCCC1c1cccnc1 (stereo not drawn)	4.5	1.5	-2.4	0.9	2.4	-1.0	1.0	-1.1	-5.3
Cn1c(N)c(C(=O)COC(=O)c2cc(-c3ccccc3)nc3ccccc23)c(=O)n(Cc2ccccc2)c1=O	12.5	-3.6[fluorescence artefact?]	-3.2	1.6	2.8	-6.8	-2.5	-0.3	-2.8
CCn1c(COc2ccc(=O)n(-c3ccccc3)n2)nnc1SCc1ccccc1	6.8	0.0	-3.0	-2.6	-3.6	-28.4	0.9	-0.4	0.3
COc1ccc(C(=O)Nc2cc(=O)n(C)c(=O)n2C)cc1	5.4	-4.1	-3.0	-4.7	-3.4	-3.1	17.7	-2.9	-0.1
CCCCN(C(=O)Cn1nnc2ccccc21)C(C(=O)NCCOC)c1ccc(OC)cc1 (stereo not drawn)	11.2	-3.9	0.2	-5.2	14.0	18.7	0.7	3.1	-0.8
Cc1cc(C)n2c(C)nnc2c1	5.0	-7.0	0.9	-4.4	-5.0	-4.0	23.0	1.2	-0.7

Whole records from above. Values in the order: FXIIa inh | 14-3-3 Bad inh | Wee1 degr inh | FXIa inh | thrombin 1536 | hK5 inh | Hck-Nef inh | Runt-SMMHC FRET | Runt-CBFb FRET
`COc1ccc(NC(=O)CN(C)S(=O)(=O)c2cccc3nsnc23)cc1OC` is listed with 12.5 | 0.4[fluorescence artefact?] | -0.1 | 7.5 | -3.2 | -10.3 | -1.9 | 1.3 | 0.2
`O=C(NCCO)c1ccc(Oc2ccc(C(F)(F)F)cc2[N+](=O)[O-])cc1` is listed with 6.0 | -5.1 | -1.9 | -3.9 | 0.5 | -1.4 | 13.7 | 4.2 | 0.9
`O=C(c1cnn2c(C(F)(F)F)cc(-c3ccccc3)nc12)N1CCCCC1c1cccnc1` (stereo not drawn) is listed with 4.5 | 1.5 | -2.4 | 0.9 | 2.4 | -1.0 | 1.0 | -1.1 | -5.3

(next part)
SMILES	FXIIa inh	14-3-3 Bad inh	Wee1 degr inh	FXIa inh	thrombin 1536	hK5 inh	Hck-Nef inh	Runt-SMMHC FRET	Runt-CBFb FRET
COc1ccc(-n2c(C)cc(/C=C3\SC(=S)N(Cc4ccco4)C3=O)c2C)cc1	10.9	-12.7[fluorescence artefact?]	1.3	4.9	-6.7	-9.6	2.7	-63.9	-11.0
Cc1cc(NC(=NC2CC2)c2ccccc2F)n(-c2ccccc2)n1	-1.0	-3.9	-0.7	-7.1	-7.2	-17.9	-2.9	1.3	1.7
O=C(Nc1ccccc1)N1CCCCC1c1cccnc1 (stereo not drawn)	-3.5	7.8[fluorescence artefact?]	-1.5	-3.4	-3.7	9.8	0.2	-0.7	0.2
CC(C)(O)C#Cc1ccc(C(=O)N2CCCC2C(=O)O)s1 (stereo not drawn)	3.9	18.1	-0.2	-6.4	-4.5	0.5	2.7	0.1	0.7
O=C(CSc1ccc2c(c1)OCCO2)NCCN1C(=O)CSC1=O	1.3	7.4	1.3	3.9	0.9	3.9	0.4	-5.6	0.0
Cc1csc(NC(=O)CSc2ccccc2F)n1	12.8	-5.0	-2.3	1.5	-0.2	3.0	8.0	3.2	0.8
O=C(NCc1cccnc1)C(=O)Nc1ccc([N+](=O)[O-])cc1	1.2	2.2	-1.7	-3.0	-3.2	1.5	19.0	1.2	-1.1
O=C(Nc1ccccc1N1CCCCC1)c1cccc([N+](=O)[O-])c1	11.1	-15.1	-0.6	2.3	-10.3	-7.4	20.5	-1.0	-4.1
CCCCCCNC(=O)N[C@H](C(=O)NCCC[C@H]1CN2C(=NC[C@H]2C)N1CCC(c1ccccc1)c1ccccc1)C(C)O (stereo partly drawn)	10.0	1.4	·	1.3	0.9	0.9	-20.2	61.8*	9.1
COc1cccc(NC(=O)c2ccccc2NS(C)(=O)=O)c1	4.9	-2.6[fluorescence artefact?]	-1.1	2.8	-2.2	-3.6	2.0	0.0	0.2
C/C=C\C(=O)Nc1cccc(C2=NOC3(C2)C[C@H](C(N)=O)N(C(=O)Cc2ccc([N+](=O)[O-])cc2)C3)c1 (stereo partly drawn)	7.2	1.1	·	2.3	-2.3	2.6	27.3	-4.1	3.1
COc1cc(-c2[nH]nc3c2C(c2ccco2)C(C#N)=C(N)O3)cc(OC)c1OC (stereo not drawn)	9.7	18.2[fluorescence artefact?]	-1.8	5.9	-5.1	-12.9	10.5	0.2	-1.4
c1ccc(-c2nc(NCC3CCCO3)c3ccccc3n2)nc1 (stereo not drawn)	11.0	-4.1	-2.0	-2.9	2.5	-108.2	2.8	13.6	-1.1
O=C(NC1CCCCC1)C(c1cccnc1)N(CCc1ccccc1)C(=O)Cc1cccs1 (stereo not drawn)	0.1	-0.4[fluorescence artefact?]	-2.5	-6.7	-5.6	-2.8	2.6	-23.6	0.3
O=C(CSCc1cccc(Cl)c1)N1CCN(Cc2ccc3c(c2)OCO3)CC1	9.2	-4.8	-1.6	-3.3	-1.9	-5.5	-0.9	-1.3	-3.3
O=C(CCn1nc(-c2ccccc2)c2ccccc2c1=O)N1CCN(c2ccccc2)CC1	23.2	4.7	-0.3	-6.2	-3.0	17.5	4.6	0.4	-2.5
N#CCSc1nc2c(c(=O)n1Cc1ccco1)C1(CCCC1)Cc1ccccc1-2	·	·	-1.1	·	·	·	-2.5	-29.5	15.5
Cc1ccc(-c2csc3ncn(CC(=O)N4CCOCC4)c(=O)c23)cc1	12.6	3.5	2.1	-4.2	-10.6	-7.0	0.2	6.8	0.5
O=C(Oc1ccccc1Cl)c1ccc(N2CCOCC2)c([N+](=O)[O-])c1	10.2	2.1[fluorescence artefact?]	-2.2	-53.2	-1.1	-9.5	0.0	-0.4	-0.6
Cc1ccc2nc3sc(C(=O)N4CCCc5ccccc54)c(N)c3cc2c1	10.6	-4.3	1.4	1.4	-2.5	-17.0	-1.3	-2.5	4.0
COc1cc2c3c(c1OC)C1(C=CC(=NO)C=C1)CC3N(C(C)=O)CC2 (stereo not drawn)	3.4	-0.9	10.4*	-0.5	-3.6	3.0	1.9	0.5	-4.1
COc1ccc(C2C(C#N)=C(N)Nc3onc(C(C)(C)C)c32)c(OC)c1 (stereo not drawn)	9.5	19.9	-4.3	2.4	7.4	3.9	-0.5	0.1	-2.8
Cc1nn(CCCC(=O)O)c(C)c1[N+](=O)[O-]	11.1	-2.4	2.3	-3.8	-3.0	-2.1	4.2	-1.2	-0.8
CC1(C)CC(=O)C2=C(C1)NCN(Cc1ccccc1)C2	0.6	-10.2[fluorescence artefact?]	-2.0	3.7	-6.4	-28.8	-0.5	1.0	0.7
O=Cc1cn(-c2ccc(F)cc2)c2ccccc12	13.6	5.5[fluorescence artefact?]	-1.8	18.1	21.0	42.1*	2.2	0.9	-0.6
CN1CCN(NC(=O)c2ccc(S(=O)(=O)N3CCCCCC3)cc2)CC1	-0.9	-13.2	-1.4	-5.5	-8.5	-11.3	19.2	-4.1	-0.4
O=C1C2C3C=CC(C3)C2C(=O)N1CCCO (stereo not drawn)	2.4	-0.8	-1.0	-0.2	1.6	-15.2	0.9	-5.3	0.0
Cc1noc(C)c1CSc1nnc(-c2ccccc2)n1N	18.1	5.5	0.3	6.8	-0.1	-8.0	0.3	0.9	21.0
COC(=O)COc1cccc(NC(=O)c2ccccc2)c1	9.4	9.1[fluorescence artefact?]	-3.0	0.4	-2.1	2.7	1.5	-2.2	-0.3
Cc1cccn2cc(-c3ccc(NC(=O)Cc4ccccc4)cc3)nc12	3.0	5.2	1.1	-0.8	-0.8	0.3	11.6	-8.9	-3.7
CCCCN=C(Nc1ccc(Cl)cc1)c1cccnc1	8.4	-3.1	5.0	-8.3	0.0	-12.8	0.9	1.1	-0.4
CCOC(=O)c1c(C)c(C(=O)NCC2CCCO2)c(C)n1C (stereo not drawn)	12.8	-2.5	3.4	2.6	-0.9	-14.8	-1.4	-0.4	1.2
COC(=O)CNC(=O)c1ccc(OC2CCN(C(=O)C3CC3)CC2)cc1	8.0	1.2	-1.1	0.7	-0.3	·	13.1	1.9	-0.3
CC(C)(C)C(=O)NC(=S)Nc1ccc(S(=O)(=O)Nc2nccs2)cc1	4.5	0.6	0.2	-3.0	-3.7	-0.7	-13.4	-11.8	2.7
CC(c1nc2ccccc2c(=O)[nH]1)N(C)CCOc1ccc(Cl)cc1 (stereo not drawn)	1.1	3.9	-1.9	-5.5	-4.9	-4.7	11.8	0.5	-1.9
COc1ccc(OC)c(C(C)NC(=O)c2ccc(Br)cc2)c1 (stereo not drawn)	10.5	-7.3	1.2	4.7	3.0	-19.6	3.0	2.4	-2.3

Bioassay records (PubChem BioAssay)
